# Bioassay records as filed in PubChem.
# RXFP1 ag: qHTS Assay for Agonists of the Relaxin Receptor RXFP1; Relaxin receptor 1 (Homo sapiens), Q9HBX9; HEK293T-RXFP1 cAMP TR-FRET, 30 min; response scale: percent of porcine relaxin response, buffer zero; Potency, µM (highest dose often 57.5 µM), for inactives: at the highest dose activation, most hits filed as activators; hit rate 0.3% among 370,000; AID 2676, 2010; note: potency is the fitted concentration of half-maximal effect; % is set by controls: 0 for no effect and ±100 for the full control effect; nearly all actives have a fitted effect of over 60% in size; many of its hits are not listed in these tables
#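 Agonist response is measured as cAMP accumulation in an RXFP1-transfected HEK293T line under PDE4 inhibition. Values are scaled between buffer-only and 29 nM porcine relaxin, and EC50s come from standard Hill equation fits.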
# GRP78 ERSR act: qHTS for Inducers of the Endoplasmic Reticulum Stress Response (ERSR) in Human Glioma: qHTS | U87-MG GRP78 promoter luciferase reporter, 16 h | Potency, µM, for inactives: top-dose activation, usual class: activators | hit rate 0.02% among 420,000 | AID 602332, 2012; note: potency is the fitted concentration of half-maximal effect; series mostly up to about 76 µM; % of control where 0% means no effect; nearly all actives have a fitted effect of over 35% in size
#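 Stably transfected U87-MG glioma cells carrying a GRP78-based luciferase sensor; 16 h compound incubation. Luminescence end-point read 10 min after Bright-Glo addition at room temperature.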
# D1 PAM: Potentiators of Human D1 Dopamine Receptor: qHTS; potentiation, % at 10 µM; D(1A) dopamine receptor (Homo sapiens), P21728; hit rate 0.036% among 360,000; HEK293 TREx D1 cells, calcium flux, dopamine EC20 potentiation; in the data active = potentiation above about 30%; note: 0% is about no effect
# Target sequence (P21728 whole entry, looked up): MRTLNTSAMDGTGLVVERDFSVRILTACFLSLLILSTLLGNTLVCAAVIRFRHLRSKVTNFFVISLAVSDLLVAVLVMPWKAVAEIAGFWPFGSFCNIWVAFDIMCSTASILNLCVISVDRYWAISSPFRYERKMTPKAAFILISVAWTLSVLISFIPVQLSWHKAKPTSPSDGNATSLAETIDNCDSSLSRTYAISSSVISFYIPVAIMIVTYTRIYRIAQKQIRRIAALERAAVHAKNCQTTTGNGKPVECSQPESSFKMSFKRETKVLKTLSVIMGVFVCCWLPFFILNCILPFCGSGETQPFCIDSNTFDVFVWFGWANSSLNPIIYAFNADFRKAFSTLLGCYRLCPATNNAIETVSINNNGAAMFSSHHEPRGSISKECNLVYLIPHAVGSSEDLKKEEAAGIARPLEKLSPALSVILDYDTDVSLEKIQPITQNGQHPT
# D2 potentiator: HTS Assay for Positive Allosteric Modulators of the Human D2 Dopamine Receptor: Primary Screen for Potentiators; HEK293 T-REx D2, calcium flux, EC20 dopamine potentiation; potentiation, % at 10 µM; hit rate 0.34% among 340,000;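 active = potentiation over 3 SD above the plate norm, cut at about 30% in these data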; note: 0% is about no effect
# Target sequence (P14416 whole entry, looked up): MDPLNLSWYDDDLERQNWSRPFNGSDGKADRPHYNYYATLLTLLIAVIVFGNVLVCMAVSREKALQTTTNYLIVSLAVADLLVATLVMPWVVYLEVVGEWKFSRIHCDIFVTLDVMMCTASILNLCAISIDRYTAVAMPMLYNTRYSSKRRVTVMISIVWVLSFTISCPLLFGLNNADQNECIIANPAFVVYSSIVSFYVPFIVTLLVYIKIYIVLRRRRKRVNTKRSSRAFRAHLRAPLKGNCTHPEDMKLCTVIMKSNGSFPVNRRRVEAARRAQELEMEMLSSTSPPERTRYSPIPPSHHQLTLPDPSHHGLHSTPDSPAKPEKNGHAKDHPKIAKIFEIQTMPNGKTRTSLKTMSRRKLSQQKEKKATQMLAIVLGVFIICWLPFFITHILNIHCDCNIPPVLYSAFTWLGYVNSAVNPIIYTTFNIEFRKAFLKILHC
#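 Tetracycline-induced HEK293 T-REx cells force-coupled to calcium signalling expressed D2; compounds were pin-added after a 10 s baseline, read kinetically 180 s, then an EC20 dopamine challenge followed with a further 180 s calcium read.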
# D1 ag: Allosteric Agonists of the Human D1 Dopamine Receptor: qHTS | HEK293 T-REx D1 cells, calcium flux, agonist mode | D(1A) dopamine receptor (Homo sapiens), P21728 | hit rate 1% among 360,000 | AID 504660, 2011 | activation, % at 2 µM; in the data active = activation above about 30%; note: 0% is about no effect
#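 Inducible HEK293 T-REx D1 cells, force-coupled to calcium signalling, were plated at 4000 cells/well with tetracycline and held overnight at 30 C. After no-wash calcium dye loading, compound-evoked calcium rise over 180 s flagged agonists.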
# RXFP1 antagonist: qHTS Assay for Antagonists of the Relaxin Receptor RXFP1; Relaxin receptor 1 (Homo sapiens), Q9HBX9; HEK293-RXFP1, relaxin-stimulated cAMP HTRF, 30 min; hits give low values; activity change, negative = inhibition, % at 57.5 µM; hit rate 0.59% among 350,000; AID 1259400, 2018;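 active = activity change of -60% or lower, but not beyond a set lower limit; inconclusive = change between -60% and -40%, or beyond the set limit; inactive = change above -40%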; note: % is set by controls: 0 for no effect and ±100 for the full control effect
# D1 antagonist: Antagonist of Human D 1 Dopamine Receptor: qHTS; D(1A) dopamine receptor (Homo sapiens), P21728; HEK293 TREx D1 cells, calcium flux, dopamine EC80; hits give low values; activity change, negative = inhibition, % at 10 µM; hit rate 3.2% among 360,000; in the data active = activity change below about -30%; note: % is set by controls: 0 for no effect and ±100 for the full control effect
#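 Allosteric or orthosteric antagonism assessed as attenuation of the calcium response to EC80 dopamine, added 180 s after compound, in induced HEK293 Trex D1 cells loaded with no-wash calcium dye.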
# Vif-APOBEC3F blk: qHTS for Inhibitors of Vif-A3F Interactions: qHTS; HeLa A3F-eYFP + Vif (tagged APOBEC3F with the HIV-1 protein that degrades it), YFP fluorescence increase; AID 602313, 2012; hit rate 0.2% among 390,000; Potency, µM (highest dose often 46.1 µM), for inactives: at the top dose activity, negative = active; note: potency is the fitted concentration of half-maximal effect; % of control where 0% means no effect; nearly all actives have a fitted effect of over 65% in size
#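 Fluorescence increase (Ex 488/Em 500-530) after overnight compound treatment at 37 deg C flags inhibition of Vif-driven A3F-eYFP loss in stable HeLa A3F-eYFP/Vif cells seeded overnight beforehand.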
# Vif-A3G inh: qHTS for Inhibitors of Vif-A3G Interactions: qHTS. hit rate 0.076% among 410,000. HeLa A3G-eYFP + Vif (tagged APOBEC3G with the HIV-1 protein that degrades it), YFP fluorescence, overnight. Potency, µM (highest dose often 46.1 µM), for inactives: top-dose activity, negative = active, most hits filed as inhibitors. AID 602310, 2012;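 note: potency is the fitted concentration of half-maximal effect; % is set by controls: 0 for no effect and ±100 for the full control effect; nearly all actives have a fitted effect of over 60% in size; hits raise eYFP signal because A3G escapes Vif-driven loss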
#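 Read-out is eYFP fluorescence (Ex 488/Em 500-530) from Vif-expressing HeLa A3G-eYFP cells; more signal means A3G escaped Vif-mediated degradation. Cells plated overnight, compound pinned in, incubated overnight at 37 deg C.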
# * marks the source's active call; other numbers are inactive results; ? = inconclusive; nt = no result given; & = joins results of further samples; ! = not active in a repeat. Unless noted, calls come from the whole dose curve; as a rule, active = well fitted curve in the direction sought with a large enough effect; inconclusive = small, poorly fitted or top-dose-only effect, or another doubt; inactive = no such curve, though single readings can be large; an effect the other way counts as inactive or inconclusive.
SMILES	RXFP1 ag	D1 PAM	RXFP1 antagonist	Vif-APOBEC3F blk	Vif-A3G inh	GRP78 ERSR act	D1 ag	D1 antagonist	D2 potentiator
N#Cc1ccc(Oc2ccc(-c3cnc4ccccc4n3)cc2)cc1C#N	-1.3%	3	1	5%	0%	2%	8	-25	-6
C=CCn1c(=NC(=O)c2cccs2)sc2cc(NC(C)=O)ccc21	3.4%	-4	nt	-1%	-11%	1%	0	7	nt
COc1cccc(NC(=O)CN2C(=O)NC3(CCCCCC3)C2=O)c1	nt	nt	-4	-6%	-7%	0%	nt	nt	nt
Cc1ccc(C)c(OC(C)C(=O)Nc2nccs2)c1 (configuration not stated)	-0.2%	3	-3	4%	2%	-5%	4	-12	4
CSc1ccc(NC(=O)CSc2nc3[nH]c(=O)cc(O)c3s2)cc1	0.3%	-3	-2	-5%	1%	3%	6	-3	-5
CC1CCN(S(=O)(=O)c2ccc(S(=O)(=O)N3CCCC3)cc2)CC1	2.0%	-11	15	3%	-3%	-1%	0	-19	26
O=C(c1ccco1)n1nc(-c2cccnc2)nc1NCc1ccco1	0.9%	-7	-1	0%	-5%	7%	1	-3	16
CCOc1ccc(NC(=O)C(CC(=O)O)Cc2ccc(Br)cc2)cc1 (configuration not stated)	0.3%	-2	2	3%	1%	-2%	2	2	13
Cc1ccc(C(=O)OCC(=O)NCCc2ccccc2)cc1S(=O)(=O)N1CCOCC1	-1.7%	-6	5	-20%	3%	-3%	0	-1	3
Cc1ccsc1/C=N\NC(=O)CCc1c(C)n[nH]c1C	1.3%	-11	-3	0%	2%	0%	4	-4	-1
CCOc1ccc(CCNC(=O)C2CCN(S(=O)(=O)N3CCCCC3)CC2)cc1OCC	4.7%	-5	-7	-10%	-5%	-1%	2	-2	-2
Cc1cccc(N(C)S(=O)(=O)c2nnc(NC(=O)C(C)Oc3ccccc3)s2)c1 (configuration not stated)	0.9%	-1	-26	4%	-2%	-2%	6	7	-5
COc1cccc(-n2c(C)nc3cc(C(=O)O)ccc32)c1	-1.9%&-0.3%	2&-5	-8	2%&6%	2%&3%	-3%&-4%	-1&2	-5&-5	12&3
CCc1nn(CC(=O)NCCCN2CCN(C)CC2)c(=O)c2cc3occc3n12	3.4%&1.8%	0&-3	28	-1%&-4%	0%&0%	-2%&-2%	2&2	-37*!	3&4
Cc1c(C(=O)NCc2ccc(F)cc2)sc2nc(-c3ccccc3)cn12	3.8%	2	10	0%	-4%	-2%	5	0	-8
O=C(O)CC1S/C(=N/N=C2CCCCC2)N(c2ccccc2)C1=O (configuration not stated)	-6.0%	2	nt	2%	0%	-3%	13	-2	10
CCOC(=O)CCN(Cc1sccc1C)S(=O)(=O)c1ccc(F)cc1	2.3%	-6	-10	-1%	2%	-2%	4	-2	6
COc1ccccc1Nc1nnc(SCC(=O)Nc2nc(-c3ccc(F)cc3)cs2)s1	0.5%	3	-7	?	-25%	4%	7	-3	0
Cc1ccc(NS(=O)(=O)c2cc(C(=O)N(C)C3CCN(C)CC3)ccc2Cl)cc1Cl	nt	nt	10	-2%	2%	1%	nt	nt	nt
COc1ccccc1NC(=O)c1sc2ncn(CC(=O)Nc3ccccc3)c(=O)c2c1C	9.4%	3	-23	25µM*	-3%	-4%	-1	-27	nt
CCOC(=O)c1c(NC(=O)c2ccc(N3CCOCC3)c([N+](=O)[O-])c2)sc(C)c1C	1.2%	2	nt	nt	nt	nt	5	8	7
O=c1cc(-c2ccncc2)oc2c1ccc1ccccc12	0.3%	-7	3	-6%	2%	-3%	1	-1	-3
COc1ccc(NC(=O)Cc2nnc(SCC(=O)Nc3ccc(F)cc3)n2C)cc1	2.6%	-3	-5	6%	2%	3%	3	3	16
CN1CC(=O)N(CC(=O)Nc2ccc(Br)cc2F)C1=O	0.2%	-1	-4	0%	1%	-2%	3	-28	-1
CC(=O)c1cccc(Nc2c3c(nc4nc(-c5cccs5)nn24)CCCC3)c1	3.2%	-2	-34	-1%	-5%	1%	3	-16	-1
CN(CCCNC(=O)c1cccc(N2CCCC2=O)c1)c1ccccc1	1.0%	-8	1	-5%	4%	-3%	0	-16	1
Cc1ccc(OC(=O)CSc2nnc(-c3cccs3)o2)cc1C	0.8%	-2	-14	-11%	2%	-2%	0	2	-3
CN(Cc1ccccn1)Cc1nc(COc2ccccc2)no1	1.0%	-3	7	0%	2%	4%	-1	5	-4
Nc1nc(N)c2cc(S(=O)(=O)c3ccc4ccccc4c3)ccc2n1	nt	nt	-1	?	-21%	-6%	nt	nt	nt
CC(C)OC(=O)c1c(-c2ccc(C(C)C)cc2)csc1NC(=O)C1CCCO1 (configuration not stated)	3.8%	0	3	0%	1%	1%	7	3	-6
Cc1ccccc1NC(=O)C(=O)NCc1ccccn1	-0.3%	0	2	-19%	0%	1%	1	12	nt
Cc1ccc(CN2CC(C(=O)N(CC(C)C)c3c(N)n(Cc4ccccc4)c(=O)[nH]c3=O)CC2=O)cc1 (configuration not stated)	nt	nt	-1	1%	-3%	-3%	nt	nt	nt
C/C(=N\OCC(=O)Nc1ccc2c(c1)OCCO2)c1ccc2c(c1)OCCO2	3.8%	0	-8	-11%	-1%	-3%	2	19	-2
O=C(Cn1cc(C(=O)c2cccs2)c2ccccc21)NCc1cccs1	1.9%	-4	7	-7%	-11%	-7%	1	-10	-9
COc1ccc2c(=O)c(-c3ccccc3C)c(C)oc2c1	0.2%	0	1	0%	-20%	7%	0	-2	11
COc1cc(NS(=O)(=O)c2ccc(NC(=S)NC(=O)c3sc4ccccc4c3Cl)cc2)nc(OC)n1	14%	2	nt	2%	-1%	-1%	0	14	8
COC(=O)c1ccc(NC(=O)NC(C)c2c(-n3cccc3)sc(C)c2C)cc1 (configuration not stated)	0.3%	-6	-32	nt	nt	nt	19	-13	-3
C=CCc1cccc(/C=N/NC(=O)CNc2ccccc2)c1O	0.0%	-7	-31	-2%	-6%	-8%	0	-21	nt
O=C(NCc1nnc(SCC(=O)N2CCC(Cc3ccccc3)CC2)o1)c1ccco1	-1.1%	-1	-20	-3%	-5%	0%	2	-3	5
CCN(CC(=O)Nc1ccc(NC(C)=O)cc1)C(=O)c1ccc(=O)n(C)n1	2.1%	nt	-7	8%	2%	-4%	4	3	2
O=C(Cn1cnc2cc([N+](=O)[O-])ccc2c1=O)NC(=O)NCc1ccccc1	-7.1%	-3	-21	-31%	0%	-2%	6	-3	-6
CC1=CC(C)(C)Nc2ccc(Cc3ccc4c(c3)C(C)=CC(C)(C)N4)cc21	-0.7%	7	-24	3%	-7%	-3%	3	70	6
CCOC(=O)c1c(C)[nH]c(C)c1S(=O)(=O)NCc1ccc(OCC)cc1	2.4%	-5	3	1%	-31%	-6%	2	-22	5
Cc1ccc2[nH]c3c(c2c1)CNCC3	1.0%	-9	4	1%	0%	1%	4	1	-7
CCOCCCNc1ccc(-c2ccccc2)nn1	0.3%	-7	3	-2%	-1%	-2%	-1	-13	-3
CCc1ccc(OCC(=O)NNC(=S)NC(=O)C2CC2)c(Br)c1	0.7%	-4	-17	2%	2%	4%	-2	21	-11
CCN(CC(=O)Nc1c(F)cccc1F)C(=O)C1=COCCO1	0.2%	0	1	-13%	2%	-2%	3	17	-7
COc1cc2oc(=O)ccc2cc1-c1c(OC)ccc2ccc(=O)oc12	nt	nt	8	-1%	?	-1%	nt	nt	nt
O=C(c1cccc(NS(=O)(=O)c2cccc(C(F)(F)F)c2)c1)N1CCOCC1	1.4%	1	5	-6%	2%	-4%	1	1	-6
O=C(O)C(C(O)c1ccccc1)[n+]1ccccc1 (configuration not stated)	-0.6%	-4	nt	-6%	6%	-3%	4	15	10

# Additional entries.
SMILES	RXFP1 ag	D1 PAM	RXFP1 antagonist	Vif-APOBEC3F blk	Vif-A3G inh	GRP78 ERSR act	D1 ag	D1 antagonist	D2 potentiator
O=C(Nc1ccccc1)c1ccncc1	0.6%	1	-11	-11%	1%	3%	1	-5	-10
CO/N=C/Cc1c([N+](=O)[O-])c(C)nn1C	3.6%	4	-21	-1%	-5%	-3%	1	-10	0
COC(=O)c1ccc(NS(=O)(=O)c2c(C)nc3sccn3c2=O)cc1	-0.5%	-3	-23	-4%	1%	-3%	7	-9	-1
CN(C#N)c1nccc(-c2cccs2)n1	8.3%	-1	5	-4%	-8%	-2%	1	2	-3
Cn1c(CNC(=O)CCNC(=O)c2ccccc2)cc(=O)n(C)c1=O	0.6%	0	-1	7%	2%	-1%	3	-10	-2
Cc1ccc(OCc2cc(C(=O)N(C)CCc3nc4ccccc4[nH]3)no2)cc1C	-0.5%	-7	-3	0%	-1%	1%	13	-19	-5
CC(C(=O)NCc1ccc(F)cc1)n1ccc2cc(S(=O)(=O)N3CCCC3)ccc21 (configuration not stated)	1.5%	3	8	2%	2%	-7%	5	8	-10
COc1cc(C)nc(OCCNS(=O)(=O)c2cc(C)ccc2C)n1	-0.4%	-5	-13	1%	0%	-2%	4	-2	-11
CC(C)CNC(=O)Nc1ccccc1F	2.3%	-2	3	5%	0%	0%	-1	-18	-4
O=C(c1cccs1)c1sccc1Cc1ccccc1	nt	nt	-6	-1%	0%	7%	nt	nt	nt

# This is a subset (hit frequency here may not be typical).
